Screening data deposited in PubChem by National Center for Advancing Translational Sciences (NCATS).
Luciferase inh – Photinus pyralis luciferase inhibition. hit rate 2.5% among 76,000. Potency, µM (series often up to 115 µM), for inactives: top-dose activity change, negative = inhibition, usual class: inhibitors. AID 1347043. purified P. pyralis luciferase, luminescence, biochemical. P08659; note: potency is the fitted concentration of half-maximal effect; nearly all actives have a fitted effect of over 65% in size
Target sequence (P08659 whole entry, looked up): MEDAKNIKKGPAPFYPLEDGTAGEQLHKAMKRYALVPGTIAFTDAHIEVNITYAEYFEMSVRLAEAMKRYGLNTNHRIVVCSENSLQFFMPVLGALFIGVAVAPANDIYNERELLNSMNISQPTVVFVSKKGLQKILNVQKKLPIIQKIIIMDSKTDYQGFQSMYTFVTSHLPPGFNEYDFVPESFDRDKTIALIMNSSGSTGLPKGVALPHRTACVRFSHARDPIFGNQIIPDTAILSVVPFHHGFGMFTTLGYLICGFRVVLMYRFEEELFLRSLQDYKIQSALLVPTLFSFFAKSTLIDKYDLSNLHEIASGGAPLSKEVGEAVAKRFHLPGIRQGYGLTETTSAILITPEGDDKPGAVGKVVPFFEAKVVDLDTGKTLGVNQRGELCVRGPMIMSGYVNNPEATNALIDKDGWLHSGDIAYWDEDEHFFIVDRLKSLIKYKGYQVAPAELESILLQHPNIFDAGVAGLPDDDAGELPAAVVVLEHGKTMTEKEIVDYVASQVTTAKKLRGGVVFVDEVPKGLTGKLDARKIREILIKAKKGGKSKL
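Luminescence read by CCD imaging after purified firefly luciferase (10nM final) was added to substrate buffer holding 10uM D-luciferin and 10uM ATP, pH 7.5, pre-dosed with compound.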
SNCA expr inh – reduces expression of the alpha-synuclein gene; hit rate 0.17% among 140,000; Potency, µM (highest dose often 57.2 µM), without a hit: at the top dose activity change, negative = inhibition, usual class: inhibitors; HEK-293 SNCA-luciferase knock-in, luminescence, 24 h;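 note: potency is the fitted concentration of half-maximal effect; plate controls were DMSO cells for no effect and cell-free wells for full effect; nearly all actives have a fitted effect of over 45% in size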
SNCA viab count – counter-screen for SNCA expression inhibitors: cell viability; HEK-293-SNCA-luc viability, GF-AFC fluorescence, 24 h; Potency, µM (top dose mostly 57.1 µM), without a hit: at the top dose activity change, negative = cytotoxicity, usual class: cytotoxic; hit rate 0.12% among 150,000; AID 1671193;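 note: potency is the fitted concentration of half-maximal effect; 0% = DMSO-treated cells and -100% = medium-only wells without cells; nearly all actives have a fitted effect of over 30% in size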
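HEK-293-SNCA-luc cells (1500/well) plated 24 h, then exposed 24 h to a dilution series; GF-AFC added 30 min at 37C, fluorescence 405/540 nm; normalised to medium-only and DMSO wells, Hill fit.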
NIH3T3 tox – kills NIH 3T3 cells; NIH 3T3 viability, CellTiter-Glo ATP luminescence, 48-72 h; Potency, µM (highest dose often 96.7 µM), for inactives: at the highest dose activity change, negative = cytotoxicity, most hits filed as inhibitors; hit rate 4.3% among 94,000; AID 1345082; note: potency is the fitted concentration of half-maximal effect; nearly all actives have a fitted effect of over 55% in size
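Cytotoxicity was measured by CellTiter-Glo ATP luminescence after 48 or 72 h compound exposure at 37 °C. Mouse NIH 3T3 fibroblasts were seeded at 400 cells/well and dosed by 23 nL pin transfer.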
GPT2 inhibitor – blocks human glutamate pyruvate transaminase 2; Recombinant GPT2, coupled pyruvate oxidase/HRP Amplex Red fluorescence; Potency, µM (highest dose often 57.7 µM), without a hit: at the top dose activity change, negative = inhibition, actives largely listed as inhibitors; hit rate 0.25% among 100,000; AID 1671188; note: potency is the fitted concentration of half-maximal effect; nearly all actives have a fitted effect of over 60% in size; many of its hits are not listed in these tables
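GPT2 10ng/uL, a-KG 250uM, L-Ala 2mM, HEPES pH7.5 + 0.0001% Tween; 30 min RT. Then Amplex mix (PO/HRP/ThPP), 30 min RT dark, fluorescence. AOA 50uM used as positive control.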
HEK cytotox – HEK 293 cell cytotoxicity | HEK 293 viability, ATP luminescence (CellTiter-Glo), 48-72 h | hit rate 6.6% among 94,000 | Potency, µM (doses to about 115 µM), inactives show at the top dose activity change, negative = cytotoxicity, hits mostly inhibitors | AID 1345083; note: potency is the fitted concentration of half-maximal effect; nearly all actives have a fitted effect of over 60% in size
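Cells seeded first (HEK 293, 250 cells/well), then compound added by pintool. Incubation ran 48 or 72 hr at 37 degree Celsius. CellTiter-Glo was added and luminescence imaged after 10 min at room temperature.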
IP6K1 inh – inhibitors of human IP6K1. Q92551. IP6K1 kinase, ADP-Glo luminescence, 2 h; active compounds read low. activity change, % (series mostly up to about 58 µM). hit rate 0.81% among 140,000; in the data active = activity change below about -25%
Target sequence (Q92551 whole entry, looked up): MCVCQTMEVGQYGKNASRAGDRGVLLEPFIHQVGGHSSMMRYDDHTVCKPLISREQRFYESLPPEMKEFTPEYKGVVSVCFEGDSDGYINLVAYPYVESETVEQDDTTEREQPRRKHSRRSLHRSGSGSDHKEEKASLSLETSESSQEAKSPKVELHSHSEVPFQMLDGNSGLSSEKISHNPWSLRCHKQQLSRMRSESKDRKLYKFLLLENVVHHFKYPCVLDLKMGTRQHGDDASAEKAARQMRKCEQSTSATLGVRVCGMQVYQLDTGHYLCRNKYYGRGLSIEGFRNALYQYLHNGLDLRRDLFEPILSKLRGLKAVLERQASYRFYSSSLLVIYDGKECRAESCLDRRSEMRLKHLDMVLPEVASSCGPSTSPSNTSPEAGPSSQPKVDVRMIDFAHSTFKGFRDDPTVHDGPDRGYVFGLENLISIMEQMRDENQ
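ADP-Glo luminescence measures ADP made by human IP6K1 during a 2 h RT reaction with ATP/IP6 (mix at 1.3 mM/130 uM); top library doses 57.5 and 19.1 uM final.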
The depositor's hits bear a star; i = inactive; ? = inconclusive; · = not tested or not shown; [ ] = remark or other dose. Unless noted, calls come from the whole dose curve; as a rule, active = well fitted curve in the direction sought with a large enough effect; inconclusive = small, poorly fitted or top-dose-only effect, or another doubt; inactive = no such curve, though single readings can be large; an effect the other way counts as inactive or inconclusive. Unless noted, % is set by controls: 0 for no effect and ±100 for the full control effect.

SMILES	Luciferase inh	SNCA expr inh	SNCA viab count	NIH3T3 tox	GPT2 inhibitor	HEK cytotox	IP6K1 inh
O=C(c1cccs1)N1Cc2[nH]cnc2C[C@H]1c1nc(-c2ccc3ccccc3c2)no1	28µM*	0%[87.6 µM]	-2%[87.6 µM]	?	-13%[88.5 µM]	-23%[172 µM]	11
Cc1cccc(OCCn2c(SCC(=O)O)nc3ccccc32)c1	·	-7%	-3%	·	·	·	8
COc1cc(=O)n2c(c1C(=O)Nc1cc(F)ccc1C)CCCC2	-4%	?	4%	-6%	i	6%	18
O=C(c1ccoc1)N1CCC2(CC1)CC(OCC1CC1)CCO2 (configuration not stated)	0%	19%	4%[12.5 µM]	-2%	i	-1%	0
COc1ccc(N2CC3CCC(C2)N3Cc2ccc(NC(C)=O)cc2)cc1	·	-30%	0%	1%	?	-1%	1
COc1ccc(C)cc1NC(=O)Cn1c(-c2ccc(Cl)cc2)nc(C)c(CCO)c1=O	-5%	8%	12%	-1%	-4%	?	1
COc1cccc(C(=O)CC2(O)C(=O)Nc3ccc(Cl)cc32)c1 (configuration not stated)	·	16%	-4%	·	·	·	14
CCOCCCNC(=O)N1CC2CN(C(C)C)CC(C1)O2	·	-20%	7%	4%	2%	3%	12
CC(C)(C)CN1CCOC[C@H]1c1ncc(-c2ccc(Cl)s2)[nH]1	-8%[172 µM]	-12%[87.6 µM]	-3%[87.6 µM]	?	-28%[88.5 µM]	79µM*	5
CC(C)CC(=O)NCC1Cn2cccc2C(=O)N1Cc1ccccc1 (configuration not stated)	0%	?	-9%	-8%	i	-18%	-8
CN(C)S(=O)(=O)c1ccc2c(c1)N(CC(=O)Nc1cccc(C(F)(F)F)c1)C(=O)CS2	·	6%	-18%	·	·	·	9
O=C1CCCCCN1C1CCN([S+](=O)([O-])c2cccc(C(F)(F)F)c2)CC1	0%	4%	7%	-11%	-4%	-8%	7

Reprinted at random: six records from the list, in no set order.
SMILES	Luciferase inh	SNCA expr inh	SNCA viab count	NIH3T3 tox	GPT2 inhibitor	HEK cytotox	IP6K1 inh
CCOCCCNC(=O)N1CC2CN(C(C)C)CC(C1)O2	·	-20%	7%	4%	2%	3%	12
O=C(c1cccs1)N1Cc2[nH]cnc2C[C@H]1c1nc(-c2ccc3ccccc3c2)no1	28µM*	0%[87.6 µM]	-2%[87.6 µM]	?	-13%[88.5 µM]	-23%[172 µM]	11
COc1ccc(N2CC3CCC(C2)N3Cc2ccc(NC(C)=O)cc2)cc1	·	-30%	0%	1%	?	-1%	1
CC(C)(C)CN1CCOC[C@H]1c1ncc(-c2ccc(Cl)s2)[nH]1	-8%[172 µM]	-12%[87.6 µM]	-3%[87.6 µM]	?	-28%[88.5 µM]	79µM*	5
O=C1CCCCCN1C1CCN([S+](=O)([O-])c2cccc(C(F)(F)F)c2)CC1	0%	4%	7%	-11%	-4%	-8%	7
O=C(c1ccoc1)N1CCC2(CC1)CC(OCC1CC1)CCO2 (configuration not stated)	0%	19%	4%[12.5 µM]	-2%	i	-1%	0

New compounds follow.
SMILES	Luciferase inh	SNCA expr inh	SNCA viab count	NIH3T3 tox	GPT2 inhibitor	HEK cytotox	IP6K1 inh
COCCn1nnnc1C1CC2(CCOCC2)C(=O)N1CCc1ccc(OC)c(OC)c1 (configuration not stated)	-5%	6%	6%	-14%	i	-3%	2
C/C=C/C=C/C=C/C(=O)OC1C=C(C=O)C(O)(C(=O)O)C2(C)CCCC(C)(C)C12 (configuration not stated)	·	·	?	·	-9%[27.3 µM]	·	-20
Cn1nc(C(=O)N2CCN(c3ccc(F)cc3)CC2)c2c1-c1ccccc1SC2	·	7%	8%	·	·	·	11
O=C1NCCCCCCN(S(=O)(=O)c2cccc3cccnc23)[C@H]2CCC[C@@H]12	-7%	8%	-17%	-10%	0%	?	0
CCC1c2nccn2CCCN1C(=O)c1cnc(C)cn1 (configuration not stated)	-9%	12%	?	-12%	i	-5%	-3
CCOC(=O)c1c(C)oc2nc(C)nc(NCC3CCN(Cc4ccc(C)cc4)CC3)c12	·	35%	-14%	·	·	·	3
CCCS(=O)(=O)N1CC(=O)N(c2ccccc2F)C(C)(C(=O)NC2CCCCCC2)C1 (configuration not stated)	·	-26%	-25%	·	·	·	0
COCC(=O)NC1CCC12CCN(C(=O)C1CCC1)CC2 (configuration not stated)	6%	-7%	5%	i	-4%	i	-14
Cn1cc(CN(C(=O)Nc2ccccc2)C2CCCCC2)c2ccccc21	·	?	?	·	·	·	-1
CCC(=O)N1CCc2cc(S(=O)(=O)CCC(=O)N3CCN(c4ccccc4Cl)CC3)ccc21	·	-9%	23%	·	·	·	-1
CCOC(=O)c1cccc(NC(=O)O[C@@H]2CO[C@H]3[C@@H]2OC[C@@H]3NS(=O)(=O)c2cc(OC)ccc2OC)c1	-28%	-9%	7%	-14%	?	?	2
O=C(NCc1cccc(C(F)(F)F)c1)c1nn(CCOc2ccccc2)c2c1CNCC2	·	16%	-4%	16µM*	0%	28µM*	10
CCc1ccc(-n2nc(C)c3c(C(=O)Nc4cc(C)c(Cl)cc4OC)cc(C)nc32)cc1	·	-3%	-9%	·	·	·	-1
COc1ccc(CN2CC3(CCN(S(=O)(=O)c4c(C)noc4C)CC3)C2=O)cc1	-4%	-2%	11%	-13%	-28%	?	8
Cn1cc(C(=O)NCC2CN(C(=O)c3ccccc3)CC23CN(c2ccccc2)C3)cn1 (configuration not stated)	-3%[172 µM]	-16%[87.6 µM]	7%[87.6 µM]	?	i	i	16
O=C(Nc1ccc(F)cc1)c1ccc2nc(-c3ccccn3)oc2c1	·	123%[activator]	-4%	?	i	?	-1
COCCC(=O)N[C@H]1CC[C@]2(C)CC[C@@H]([C@H](C)C(=O)N3CCCC3)[C@H](O)[C@H]2[C@@H]1C	3%[172 µM]	7%[87.6 µM]	2%[87.6 µM]	i	4%[88.5 µM]	4%[172 µM]	3
O=C(N[C@H]1C[C@H]2C(=O)NC[C@@H](CCC(=O)N3CCN(c4ccccc4)CC3)N2C1)c1ccco1	1%	25%	-12%	2%	i	i	6
COCCN1C(=O)N(c2cccc(OC)c2)C(=O)C1CC(=O)Nc1ccccc1 (configuration not stated)	·	-14%	5%	·	·	·	-15
O=C(CN1C(=O)NC(c2ccccc2Cl)C2=C1COC2=O)Nc1cccc(F)c1 (configuration not stated)	?	?	-21%	-28%	-5%	?	17
Cc1ccc(NS(=O)(=O)c2ccc3[nH]c(=O)ccc3c2)cc1N(C)C	·	63%[activator]	-4%	·	·	·	0
C[C@@H]1CN(C(=O)CCSCc2ccccc2)CC[C@@]1(O)C1CCOCC1	-1%	-11%	15%	-2%	-1%	-5%	-8
CCNC(=O)[C@@H]1C[C@H](NC(=O)c2scnc2C)CN1Cc1nc(C)no1	5%	0%	7%	0%	i	i	30
O=C(O)C1(c2ccccc2)CCN(S(=O)(=O)c2ccccc2)CC1	·	15%	4%	79µM*	-9%	i	1
COc1ccccc1-n1cc(-c2ccc(C)cc2)nc1S(=O)(=O)CC(=O)Nc1ccccc1C(F)(F)F	·	24%	-9%	·	·	·	15
CCc1nnc([C@@H]2CC(F)(F)CN2C(=O)c2cc(C)oc2C)o1	-5%	5%	-3%	-7%	-24%	?	-1
COc1ccc(-c2nc3n(n2)C(c2ccc(OC)cc2)C(C(=O)Nc2cccnc2)=C(C)N3)cc1 (configuration not stated)	·	-20%	-8%	·	·	·	-5
Cc1cc(=O)oc2cc(NC(=O)[C@H](CCC(=O)O)NC(=O)[C@H](CC(C)C)NC(=O)[C@H](CC(C)C)NC(=O)OCc3ccccc3)ccc12	·	·	4%	·	i	·	-4
Cc1cc2nc3c(=O)[nH]c(=O)nc-3n(CC(O)C(O)C(O)CO)c2cc1C (configuration not stated)	·	8%	?	·	i	·	·
CCCc1noc(-c2cccn3c(CNC(=O)c4ccccc4Cl)nnc23)n1	-2%	?	13%	-4%	i	1%	-3
COc1ccc(N2CC(NC(=O)c3ccc(Br)o3)CC2=O)cc1 (configuration not stated)	·	-5%	-17%	·	·	·	-4
COc1cc(Cl)c(C)cc1NC(=O)CSc1ncc(S(=O)(=O)c2ccc(C(C)(C)C)cc2)c(=O)[nH]1	·	0%	8%	·	·	·	-9
O=[S+]1([O-])CCN(Cc2ccc(-c3cnc4c(OCc5ccccc5)nccn34)cc2)CC1	?	9%	-10%	22µM*	?	35µM*	8
CC(=O)N1Cc2ccccc2CC2(CCCN(CC3CCCC3)C2)C1 (configuration not stated)	·	?	-15%	-1%	-2%	-24%	0
COc1ccc(C)cc1NC(=O)Cn1c(-c2ccc(F)cc2)nc(C)c(CCO)c1=O	-3%	19%	4%	-13%	2%	79µM*	2
O=C1CCN(C(=O)COc2ccccc2)CCCC(CO)CCN1 (configuration not stated)	5%	-5%	2%	-1%	i	0%	1
COCCCN1C(=O)CC[C@H]2CN(C(=O)c3scnc3C)CC[C@H]21	0%	3%	3%	1%	-5%	0%	-1
CCn1cnnc1CC1CCCN(C(=O)COc2ccc(C)cc2)C1 (configuration not stated)	-13%	-6%	-1%	-18%	-11%	-8%	-8
CN(c1ccccc1)c1ccc2c(n1)CN(CCOc1ccccc1)C(=O)CO2	?	-27%[87.6 µM]	6%[87.6 µM]	?	0%[88.5 µM]	?	-12
COc1cccc(OCc2nc3ccccc3n2Cc2ccccc2C)c1	·	-20%	8%	·	·	·	-11
Cc1cccc(N2CCN(C(=O)c3ccc4c(c3)N(Cc3cccc(Cl)c3)C(=O)c3ccccc3S4(=O)=O)CC2)c1C	·	50%[activator]	-22%	·	·	·	12
CCOc1cc(C2NC(=O)c3c(sc4c3CCN(C)C4)N2)ccc1OC(=O)c1ccccc1Cl (configuration not stated)	·	29%	-12%	·	·	·	8
Cc1ccc(CNC(=O)C2CCN(c3nc4ccc(C)cc4[nH]3)CC2)cc1	·	17%	-2%	·	·	·	14
Cc1ccc2c(c1)C(c1ccc(F)cc1)N(C(=O)C(C)C)CC(=O)N2 (configuration not stated)	·	?	-5%	·	·	·	6
Cn1cccc1C(=O)N1CC(CO)C2(CCNCC2)C1 (configuration not stated)	-2%	?	-14%[12.5 µM]	i	-13%	i	14
Cc1ccc(NC(=O)N[C@H]2C[C@@](O)(C(=O)N[C@H](CC(C)C)C(N)=O)C[C@@H](O)[C@@H]2O)cc1	-3%	-8%	-6%	2%	-8%	0%	-7
